CAL PDZ FP-1: blocks peptide binding to the human CAL PDZ domain | Q9HD26 | purified CAL PDZ, TMR-peptide fluorescence polarization, 1 h | inhibition, % at 24.9 µM | hit rate 0.92% among 300,000 | AID 602252;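 active means mean inhibition of at least 30% with at least half of replicates also reaching 30%; inconclusive means no clear call, values can overlap the other calls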;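 further: 0% = DMSO neutral control and 100% = excess unlabeled competitor peptide PRC23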
Rtt109 HAT inh: blocks Candida albicans Rtt109/Vps75 acetyltransferase activity | hit rate 0.16% among 330,000 | inhibition, % at 34.9 µM | Q5AAJ8 | purified Rtt109/Vps75, ThioGlo CoA-SH fluorescence, 4 h;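 active means inhibition of at least 50% in every replicate; inconclusive means best replicate reaches 50% inhibition but some replicates fall short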
Target sequence (Q5AAJ8 whole entry, looked up): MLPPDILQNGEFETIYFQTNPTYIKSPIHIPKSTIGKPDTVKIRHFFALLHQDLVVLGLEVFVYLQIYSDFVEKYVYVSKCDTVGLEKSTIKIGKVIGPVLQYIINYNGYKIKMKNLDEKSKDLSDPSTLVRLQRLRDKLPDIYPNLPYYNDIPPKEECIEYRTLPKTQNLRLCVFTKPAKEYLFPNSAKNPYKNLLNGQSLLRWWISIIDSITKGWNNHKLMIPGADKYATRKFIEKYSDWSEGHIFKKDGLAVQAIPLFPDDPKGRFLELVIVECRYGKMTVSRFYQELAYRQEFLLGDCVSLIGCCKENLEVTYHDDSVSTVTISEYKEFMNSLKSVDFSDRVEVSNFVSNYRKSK
MITF act: activators of MITF-driven TRPM1 promoter activity in SK-MEL-5 cells | SK-MEL-5 TRPM1-promoter luciferase, 24 h; % of positive control, neutral wells = 0 | activation, % at 12.5 µM | hit rate 0.75% among 300,000;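 active means mean activation of at least 80% with every replicate also reaching 80%; inconclusive means mean reaches 80% but some replicate falls short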;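 further: 0% = neutral control wells and 100% = parthenolide positive control wells; values of inactives mirror those of a sister screen read the other way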
Wnt bcat act: activates Wnt/beta-catenin signaling in a reporter cell assay; activator, plate reader; activation, % at 9.35 µM; hit rate 1.2% among 300,000; in the data active means activation above about 30%, passing the limit was not always enough; inconclusive means no clear call, values can overlap the other calls;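 further: 0% = neutral control wells and 100% = positive control wells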
Tat export inh: inhibitors of E. coli Tat protein transport. inhibition, % at 10 µM. hit rate 0.036% among 340,000. E. coli MC4100 TorA-mCherry Tat export, fluorescence;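 active means mean replicate inhibition at least 50% and at least half of replicates individually reaching 50%; inconclusive means only one of the two criteria met; inactive means neither criterion met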;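 further: exported cargo escapes ClpAP degradation while cytoplasmic cargo is degraded and loses fluorescence; 0% = median of neutral control wells and 100% = median of NaSCN control wells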
CAL PDZ FP-2: inhibitors of human CAL PDZ peptide binding. Q9HD26. purified CAL PDZ, TMR-peptide fluorescence polarization, 1 h. inhibition, % at 20 µM. hit rate 0.02% among 330,000. AID 504414;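 active means highest replicate inhibition of at least 40%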;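 further: plate controls were DMSO neutral control wells for no effect and unlabeled competitor peptide control wells for full effect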
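System: purified tagged CAL PDZ domain construct (CerCALP). Schedule: 1 h incubation at room temperature before polarization reading. Medium: 25 mM sodium phosphate pH 7.4, 150 mM NaCl, TCEP, IgG, Thesit. Read-out: percent inhibition from loss of millipolarization. Measured by: FP readout, S and P plane fluorescence. Probe or stimulus: fluorescent TMR peptide probe.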
V-ATPase pH: regulators of yeast V-ATPase proton transport; response, % at 10 µM; hit rate 0.37% among 350,000; S. cerevisiae, pHLuorin cytosolic pH fluorescence; AID 504577; in the data active means response mostly above about 7.3%, no sharp cut-off; inactive means mostly below about 5.4%; further: actives read high; inactives centre near 0; some compounds called inactive have numbers as strong as hits; reference of the scale not given here
cardiac RTF act: cardiac RTF calcium sensitization; P19429+P45379; IANBD-labeled TnC RTF fluorescence at EC20 calcium; 0% EC20 calcium, 100% full calcium; activation, % at 7.2 µM; hit rate 0.24% among 340,000; AID 493008;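 active means activation above the mean over all tested compounds plus 3 SD, cut at about 30% in these data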;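 further: rise in fluorescence read as greater calcium sensitivity of cardiac thin filaments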
dFosB act: enhances mouse delta FosB homodimer DNA binding; P13346; purified delta FosB, TAMRA-CDK5 oligo fluorescence polarization; percent of positive-control signal above neutral wells; activation, % at 25 µM; hit rate 0.99% among 340,000; AID 493131;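 active means mean activation above about 17%, with every replicate also reaching it, limit read from the data, passing the limit was not always enough; inconclusive means only one of the two conditions met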;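 further: fluorescence polarization rise as delta FosB binds a TAMRA Cdk5 AP-1 oligo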
CDK5 inh: inhibitors of human CDK5/p35 kinase. Q00535+Q15078. Recombinant CDK5/p35, ADP-Glo luminescence, 60 min. inhibition, % at 10 µM. hit rate 0.01% among 330,000. AID 488839;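 active means highest replicate inhibition of at least 50% and at least 75% of replicates reaching 50%; inconclusive means only one of the two criteria met; inactive means both criteria failed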;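 further: plate controls were DMSO neutral control for no effect and GW8510 at 10 µM for full effect; many of its hits are not listed in these tables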
Target sequence (Q00535 whole entry, looked up): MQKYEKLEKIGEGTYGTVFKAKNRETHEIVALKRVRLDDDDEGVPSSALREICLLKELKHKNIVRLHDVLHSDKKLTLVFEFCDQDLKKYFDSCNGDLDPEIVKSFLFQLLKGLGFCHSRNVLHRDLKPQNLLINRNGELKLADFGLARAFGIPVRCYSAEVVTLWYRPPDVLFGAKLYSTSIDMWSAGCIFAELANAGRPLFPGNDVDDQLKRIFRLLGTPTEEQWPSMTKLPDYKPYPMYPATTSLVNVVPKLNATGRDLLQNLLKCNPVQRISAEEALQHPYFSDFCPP
Target sequence (Q15078 whole entry, looked up): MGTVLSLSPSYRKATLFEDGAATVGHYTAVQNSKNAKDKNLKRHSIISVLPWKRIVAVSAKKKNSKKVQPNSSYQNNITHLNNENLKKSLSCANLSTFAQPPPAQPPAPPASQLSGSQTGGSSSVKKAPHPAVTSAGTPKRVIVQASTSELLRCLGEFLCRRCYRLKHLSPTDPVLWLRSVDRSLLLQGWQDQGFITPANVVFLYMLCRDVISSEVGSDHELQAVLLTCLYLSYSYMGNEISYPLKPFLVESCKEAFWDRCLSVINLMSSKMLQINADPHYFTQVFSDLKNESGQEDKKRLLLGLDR
Numbers without * were called inactive; ? = inconclusive; . = no result given; & = joins results of further samples.

No.	Molecule	Tat export inh	CDK5 inh	Rtt109 HAT inh	CAL PDZ FP-2	cardiac RTF act	Wnt bcat act	V-ATPase pH	CAL PDZ FP-1	dFosB act	MITF act
1	O=C(COC(=O)C1(c2ccc(F)cc2)CCCC1)N1CCc2ccccc21	1	-2.1	-6	0.2	2	.	1	6	7	-5
2	C[C@@H](NCCCn1ccc(NC(=O)OCc2ccccc2)nc1=O)c1cccc2ccccc12	0	0.2	4	0.8	-8	-6	1	-1	2	17
3	COC(=O)C1=C2SCC(=O)N2C(N)=C(C#N)C1	-9	1.0	-2	0.0	0	-1	2	0	-4	6
4	Cc1ccc(C(=O)NCCCn2ccnc2)cn1	-2	0.1	-18	0.5	-2	.	-4	-6	-2	6
5	Cc1ccc(NC(=O)C(Cc2ccccc2)NC(=O)c2ccco2)cc1 (configuration not stated)	7	-2.9	8	-1.9	0	.	9	.	1	-7
6	C[C@@H](C(=O)NC1CCCCC1)N1C(=O)N2CCc3c([nH]c4ccccc34)[C@@]2(C)C1=O	-6	-0.8	4	0.0	1	-1	2	-2	-15	-7
7	O=C(Nc1ccc(S(=O)(=O)N2CCCC2)cc1)c1cnccn1	-3	-2.6	-1	-1.2	3	0	1	-1	2	-6
8	CCCCc1c(O)nc2sc3cc(OC)ccc3n2c1=O	-2	-1.2	-8	-0.5	-5	-2	-2	7	8	20
9	CCOC(=O)c1sc(NC(=O)c2ccncc2)nc1C	18	-0.4	5	.	-2	.	0	-1	-3	-1
10	O=C(c1cc(COc2c(F)cccc2F)on1)N1CCCCCC1	11	-0.8	13	-1.9	-4	16	1	0	-2	68
11	CCNC(=O)[C@H]1O[C@@H](n2cnc3c(N)nc(NCCc4ccc(CCC(=O)O)cc4)nc32)[C@H](O)[C@@H]1O	-18	-0.7	4	-1.3	0	-3	-2	1	4	15
12	Cc1ccnc(NS(=O)(=O)c2ccc(NC(=O)c3ccc(S(=O)(=O)N(C)C)cc3)cc2)n1	-10	-0.1	-4	-4.2	-4	0	0	-6	0	34
13	CC1=NN(c2cccc(Cl)c2)C(=O)C12CC(C)=C(C)CS2 (configuration not stated)	-14	0.9	0	-0.1	-5	.	-2	-3	-7	-14
14	Cc1nn(CCCC(=O)Nc2cc(Oc3ccccc3)cc([N+](=O)[O-])c2)c(C)c1[N+](=O)[O-]	4	0.9	3	-0.6	-4	-3	2	-2	-5	-4
15	O=C(O)c1cc(N/N=C/c2ccc(N3CCOCC3)cc2)ccc1Cl	14	1.4	21	-1.7	0	37*	-3	3	1	-47
16	CCC(C(=O)NCC1CCCO1)n1nc(C)c2sc3ccccc3c2c1=O (configuration not stated)	-4	-0.4	-7	-1.1	1	-3	4	-4	-11	-6
17	CCCc1cc(=O)[nH]c(SCC(=O)Nc2c(C)n(C)n(-c3ccccc3)c2=O)n1	-2	-3.0	1	-0.3	1	0	0	1	1	-3
18	Oc1[nH]c2ccccc2c1N=Nc1nc2ccccc2s1	-2	-1.3	9	2.7	-4	?	0	2	-26	.
19	COc1ccc(CCN2CC(C(=O)NCc3cc(C(C)C)no3)CCC2=O)cc1 (configuration not stated)	3	.	1	-1.6	0	0	1	-4	-4	12
20	CCCCOc1ccc(/C=C/C(=O)OCC(=O)NC2CCS(=O)(=O)C2)cc1OCC (configuration not stated)	-4	0.5	-7	-3.2	-3	1	1	-3	-18	-2
21	O=C(Nc1ccc(S(=O)(=O)N2CCN(c3ccccc3)CC2)cc1)c1cccs1	1	4.7	6	-2.8	5	-4	-2	-1	8	5
22	Cc1cccc(Oc2ccccc2N)c1	-1	0.0	3	-0.5	2	0	0	.	2	-5
23	COc1ccc(C)cc1S(=O)(=O)N(CC(=O)N1CCOCC1)c1cc(C)cc(C)c1	-7	0.5	-4	-2.3	-3	-1	4	-4	1	-3
24	CCOc1ccc(C(=O)OCC(=O)Nc2nc(OC)cc(OC)n2)cc1OCC	-3	-0.2	4	0.5	3	-1	0	-12	-9	5
25	CCN1CCN(c2ccc(S(=O)(=O)N3CCOCC3)cc2NC(=O)c2ccccc2OC(F)F)CC1	-2	-1.4	-3	-2.2	-2	-1	-2	-5	-6	10
26	COCCN(C(=O)CCC(=O)Nc1nccs1)C(C(=O)NCCC(C)C)c1ccc(OC)cc1 (configuration not stated)	5	-0.6	6	-2.4	0	-7	-2	-4	-11	1
27	Cc1ccc(O)c(C(=O)c2cc(C#N)c(=O)n(-c3c(C)n(C)n(-c4ccccc4)c3=O)c2)c1	2	-0.9	2	0.5	5	.	2	-1	-7	-15
28	COc1ccccc1-c1c(C)nn2c(-c3ccccc3)cc(C)nc12	8	-2.9	4	-2.2	-1	2	-1	-1	-8	-11
29	CCN(CC)C(=O)CSCC(=O)Nc1ccccc1	-4	3.0	-4	0.4	-1	0	-1	-1	5	-1
30	COc1ccc(NC(=O)CCCC(=O)O)cc1Cl	1	1.0	8	-2.3	-3	-1	1	-5	-3	-5
31	Cc1ccc(-c2[nH]nc(N)c2N=Nc2ccccc2C)cc1	8	-0.1	-4	0.2	-12	.	-5	-4	3	-10
32	CCN(CC)CCOC(=O)C1c2ccccc2Oc2ccccc21	1	0.1	-1	-0.7	-4	.	5	-1	2	-6
33	Cc1ccc(-c2noc(C3CCN(S(C)(=O)=O)CC3)n2)o1	-3	-0.5	-3	-0.4	1	.	6	2	-2	43
34	Cc1sc(NC(=O)c2ccccc2)c(C(c2ccc(Cl)cc2)N2CCN(CCO)CC2)c1C (configuration not stated)	13	0.3	4	0.4	2	-1	0	-4	-12	-1
35	Cc1ccc2cc(CN(C(=O)c3cccs3)c3ccccc3)c(=O)[nH]c2c1	-9	0.5	-12	0.7	0	1	6	-1	-7	5
36	CC1CCCN(C(=O)C2CCC(CNc3c(N4CCCCC4)c(=O)c3=O)CC2)C1 (configuration not stated)	-4	0.6	-2	-3.5	1	9	0	0	-6	-6
37	Cc1ccccc1N=C/C=C1/C=C(c2ccccc2)OC(C)(C)O1	-7	-0.9	14	-3.2	3	0	5	-2	-8	-28
38	COc1ccccc1C(=O)Nc1c(-c2ccccc2)nc2ccccn12	2	-1.3	.	-0.8	-3	-1	0	-1	-2	-9
39	O=C(Nc1ccc(S(=O)(=O)Nc2nccs2)cc1)c1ccccc1OC(F)F	-9	-1.3	0	-1.0	-4	10	0	-3	1	3
40	CN(C)c1nc(N)nc(CSc2ncc(Cl)cc2Cl)n1	8	-0.6	-6	-0.7	2	.	-6	0	-9	18
41	Nc1nc(CSCCO)nc(Nc2ccccc2)n1	4	0.3	0	-2.8	-4	.	-2	-4	-6	2
42	Clc1ccccc1-c1ccc2ncnc(NCc3cccs3)c2c1	-1	-0.5	0	-8.0	1	6	3	-2	-3	-3
43	CCc1ccc(-n2ccc(=O)c(C(=O)O)n2)cc1	-1	-0.5	-9	.	0	4	-1	0	-7	-2
44	Cc1ccccc1NC(=O)CC(O)(C(F)(F)F)C(F)(F)F	0	1.5	-1	9.9	1	.	0	-35	1	.
45	O=c1cc(-c2ccccc2)nc2cc(-c3ccco3)[nH]n12	-5	-1.9	3	-1.4	-1	-2	2	8	-12	14
46	CCOC(=O)[C@@H](C)N(C(=O)OC(C)(C)C)S(=O)(=O)N(Cc1ccccc1)[C@H](C(=O)OC)C(C)C	2	-1.2	-12	-1.5	7	-2	-1	-1	-2	11
47	CCOc1ccc(S(=O)(=O)N2CCN(C(=O)c3ccccc3Cc3ccccc3)CC2)cc1	-13	0.0	3	-0.4	-1	-1	7	-4	-6	15
48	CC1CC(C)CN(C(=O)C(Cc2ccccc2)n2cccc2)C1 (configuration not stated)	-3	-0.9	2	-1.4	-5	-1	2	-3	-6	-3
49	O=c1c2ccccc2nc2c3ccccc3c(NCc3ccccn3)nn12	-7	1.1	-13	-3.9	0	49*	-1	0	-51	16
50	CC1CCN(C(=O)c2[nH]cnc2C(=O)N[C@@H](CCCCNC(=O)OC(C)(C)C)C(=O)OC(C)(C)C)CC1	10	-5.1	11	0.0	6	-4	-2	-2	-8	6

(more compounds)
No.	Molecule	Tat export inh	CDK5 inh	Rtt109 HAT inh	CAL PDZ FP-2	cardiac RTF act	Wnt bcat act	V-ATPase pH	CAL PDZ FP-1	dFosB act	MITF act
51	Clc1ccc2nc(CSc3ccccc3)cn2c1	-1	0.5	7	-3.2	-6	16	-3	-2	0	20
52	COc1ccc(S(=O)(=O)N(CC(=O)N2CCCCCC2)c2ccccc2OC)cc1	13	-0.3	9	-2.0	-6	0	4	-5	-17	-8
53	CCc1c(C)nc2ncnn2c1N1CCCC(C(=O)NCCc2ccc(OC)cc2)C1 (configuration not stated)	3	-0.8	-30	.	3	0	2	-1	-1	-13
54	NC(=S)Nc1ccc(C(F)(F)F)cc1Cl	0	-1.5	4	-1.2	9	10	4	-3	-13	3
55	COc1cc(OC)cc(-c2oc3cccnc3c2C#CCCO)c1	-2	-0.5	2	-1.0	0	0	-6	-2	2	.
56	CC(C)CN(C(=O)CSc1nc(-c2ccccc2)cn1N)c1c(N)n(Cc2ccccc2)c(=O)[nH]c1=O	3	-0.5	9	-2.4	1	4	1	0	-10	7
57	CC(C)c1ccc(S(=O)(=O)c2cnc(=S)[nH]c2N)cc1	-2	0.8	-1	-0.2	2	4	-1	.	8	-5
58	CC(C)c1ccc(OCC(O)CN2CCN(c3ccccc3)CC2)cc1 (configuration not stated)	3&1	0.5&-2.1	-7&8	-0.2	-4&-2	0&2	0&4	-1&-2	-16&-8	-7&3
59	Cc1ccc(C=C2C(=O)c3ccccc3C2=O)o1	5	5.3	4	-1.5	-8	.	-3	-4	-2	2
60	O=C(NCc1cccnc1)C(=O)Nc1nc(C23CC4CC(CC(C4)C2)C3)cs1	-10	-1.5	3	-1.8	6	-4	4	-2	1	0
61	COc1ccccc1OCC(=O)OCC(=O)NC1CCCCC1	-2	0.1	1	0.2	-4	-5	3	-2	-5	-5
62	NS(=O)(=O)c1ccc(N2N=C(c3ccccc3)CC2c2ccccc2Cl)cc1 (configuration not stated)	8	0.1	7	2.4	-7	-1	0	-4	-14	-4
63	S=C(NCc1cccs1)Nc1cc(Cl)cc(Cl)c1	-6	2.9	6	-1.6	-1	1	-2	-6	1	.
64	O=C(CCCn1nnnc1CN1CCOCC1)N1CCN(c2ccccc2F)CC1	4	-1.4	1	0.1	-3	2	1	-4	7	-3
65	Cc1cccc(C)c1Nc1nnc(SCc2cn3cccc(C)c3n2)s1	-2	0.4	7	-2.5	6	-2	0	0	-4	-5
66	COc1ccccc1-c1nnc(SCC(=O)c2c(N)n(C3CC3)c(=O)[nH]c2=O)o1	-2	1.5	5	0.0	5	-11	-5	-2	11	-1

Source: PubChem (several laboratories)
